KCNH2 3.1 block: inhibitors of human KCNH2 3.1 potassium channel isoform | activity change, % (tested at about 1.8 µM) | U2OS KCNH2 3.1, thallium flux FluxOr; active compounds read low | 340,000 tested, 0.95% active;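 active = maximum activity change below -70%; inconclusive = maximum activity change from -70% to -50%; inactive = maximum activity change above -50%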;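 note: thallium influx rate constant from kinetic fluorescence after stimulation buffer; % is set by controls: 0 for no effect and ±100 for the full control effect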
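Thallium flux read-out: FluxOr dye with Red40 quencher in HBSS/HEPES, 45 min at RT. Rate constants from kinetic reads were normalized to positive and negative DMSO controls. Cells: U2OS virally expressing the 3.1 isoform.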
Giardia kill: Giardia lamblia killing. 340,000 tested, 0.15% active. AID 540267. activity change, % at 7.66 µM, hits read low. Giardia lamblia trophozoite viability; in the data active = activity change below about -80%; inconclusive = between about -30% and that limit;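 note: parasites exposed to compound for two days anaerobically before the ATP read; % is set by controls: 0 for no effect and ±100 for the full control effect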
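Trophozoite viability was measured as ATP-dependent luminescence, read 15-30 min after reagent addition. Before that, parasites at 100 cells/well were exposed to compounds for 48 h, anaerobically, at 37 deg C.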
FBPA coupling cs: counter-screen for Giardia aldolase inhibitors: coupling enzyme system; coupling enzyme system counterscreen, AmpLite Red fluorescence; activity change, negative = inhibition, % at 58.2 µM, hits read low; 290,000 tested, 0.67% active; AID 2472; in the data active = activity change below about -30%; note: % is set by controls: 0 for no effect and ±100 for the full control effect
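Activity here indicates interference with the coupling reaction, not aldolase inhibition. Compounds at 57.5 uM final met coupling enzymes for 10 min at RT; substrate and AmpLite Red detection followed, with a 525/598 nm fluorescence read after 20 min.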
TRPV1 agonist: agonists of human vanilloid receptor 1 (TRPV1). Q8NER1. TRPV1-expressing cells, Fluo-8 calcium influx, agonist mode. activation, % at 8.33 µM. 320,000 tested, 0.19% active. AID 540275; in the data active = activation above about 80%; inconclusive = between about 30% and that limit; note: 0% is about no effect
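Fluo-8 calcium influx in TRPV1-expressing cells, kinetic read (ex 480/em 520 nm). Compound added and read 3 min for agonist activity, followed by capsaicin at EC20 final and 2 min further read for enhancement.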
GALK inh: blocks human galactokinase activity | P51570 | Purified GALK, Kinase-Glo residual ATP luminescence | Potency, µM (series often up to 57.5 µM), for the others: at the top dose activity change, negative = inhibition, actives largely listed as inhibitors | 270,000 tested, 0.007% active | AID 1868; note: potency is the fitted concentration of half-maximal effect; % is set by controls: 0 for no effect and ±100 for the full control effect
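The enzyme phosphorylates galactose (100 uM) using ATP (35 uM); inhibition is detected as higher residual ATP, quantified by bioluminescence after 1 h reaction at room temperature, pH 8.0.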
CXXC DNA block: blocks binding of human MLL CXXC domain to DNA; 290,000 tested, 0.037% active; Potency, µM (titrated, usually from 115 µM), for the others: top-dose activity change, negative = inhibition, most hits filed as inhibitors; AID 2662; Q03164; MLL-CXXC / FITC-HOXA9 DNA fluorescence polarization; active = well fitted inhibition curve with a large enough effect in the polarisation, with a control signal flat, not every such curve was filed as active; inconclusive = small, poorly fitted or top-dose-only effect, or effect the other way, or a change in a side signal; inactive = no such curve, though single readings can be large or run the other way; the % refers to the polarisation; note: potency is the fitted concentration of half-maximal effect
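Steps: dispense CXXC domain solution (7 uM) → pin compounds or unlabeled HOX-A9 DNA control → 5 min ambient → add FLSN-HOX-A9 solution (50 nM) → spin → 30 min ambient → fluorescence polarization. Tris pH 7.5/NaCl/DTT/BSA buffer.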
hERG WT inh: KCNH2 (human, wildtype) channel inhibition | Q12809 | 340,000 tested, 0.37% active | AID 720551 | U2OS, BacMam KCNH2, thallium flux FluxOr; active compounds read low | activity change, % at 1.84 µM;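 active = maximum activity change below -70%; inconclusive = maximum activity change between -70% and -50%; inactive = maximum activity change above -50%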; note: % is set by controls: 0 for no effect and ±100 for the full control effect
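U2OS cells transduced with wild-type KCNH2 virus are loaded with FluxOr dye for 45 min, and thallium flux is measured in kinetic reads before and after stimulation buffer. Rate constants are normalized to DMSO controls.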
Menin-MLL TR inh: menin-MLL binding inhibition, Texas Red mutant peptide. O00255. Menin + Texas Red MLL mutant peptide, fluorescence polarization. Potency, µM (doses to about 61.6 µM), without a hit: top-dose FP activity change, negative = inhibition, most hits filed as inhibitors. 270,000 tested, 0.23% active. AID 1768; active = well fitted inhibition curve with a large enough effect in the polarisation, with a control signal flat, not every such curve was filed as active; inconclusive = small, poorly fitted or top-dose-only effect, or effect the other way, or a change in a side signal; inactive = no such curve, though single readings can be large or run the other way; the % refers to the polarisation; note: potency is the fitted concentration of half-maximal effect; % of control where 0% means no effect; many of its hits are not listed in these tables
B2AR arrestin: agonists driving beta-arrestin recruitment to human beta2-adrenergic receptor; P07550; beta-arrestin recruitment to beta2AR, cell-based reporter; Potency, µM (doses to about 46.1 µM), for the others: at the top dose activation, usual class: activators; 330,000 tested, 0.02% active;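 note: potency is the fitted concentration of half-maximal effect; 0% = DMSO controls and full agonism = EC100 isoproterenol or metaproterenol; nearly all actives have a fitted effect of over 65% in size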
Target sequence (P07550 whole entry, looked up): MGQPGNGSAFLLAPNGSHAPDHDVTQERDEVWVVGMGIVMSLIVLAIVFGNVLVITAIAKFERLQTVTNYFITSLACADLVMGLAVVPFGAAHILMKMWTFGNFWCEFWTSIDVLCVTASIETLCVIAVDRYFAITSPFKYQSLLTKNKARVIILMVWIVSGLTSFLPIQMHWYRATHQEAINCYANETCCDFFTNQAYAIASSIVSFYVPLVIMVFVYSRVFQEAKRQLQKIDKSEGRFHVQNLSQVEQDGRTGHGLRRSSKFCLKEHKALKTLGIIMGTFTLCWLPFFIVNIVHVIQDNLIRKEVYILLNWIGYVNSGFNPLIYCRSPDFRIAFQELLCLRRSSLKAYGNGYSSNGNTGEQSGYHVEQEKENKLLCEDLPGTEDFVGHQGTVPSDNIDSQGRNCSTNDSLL
USP2a inh: inhibitors of human ubiquitin-specific protease USP2a | Potency, µM (top dose mostly 38.3 µM), inactives show top-dose activity change, negative = inhibition, most hits filed as inhibitors | USP2 core, Ub-CHOP2 coupled fluorogenic reporter, 485/531 | 330,000 tested, 0.01% active;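 note: potency is the fitted concentration of half-maximal effect; plate controls were DMSO wells for no effect and full inhibition by NEM control for full effect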
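USP2 core (10nM final) preincubated 30min RT with compound in 20mM Tris-HCl pH 8.0, 2mM CaCl2, 2mM beta-mercaptoethanol, 0.05% CHAPS; 25nM Ub-CHOP2 plus 25nM reporter substrate added, fluorescence (Ex485/Em531) read after 60min.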
PKM2 act: activators of human pyruvate kinase M2. P14618. purified PKM2, Kinase-Glo ATP luminescence, activation; response scale: 0% is enzyme alone, no compound. Potency, µM (series often up to 57.5 µM), for inactives: at the highest dose activation, usual class: activators. 260,000 tested, 0.34% active. AID 1631; note: potency is the fitted concentration of half-maximal effect; % is set by controls: 0 for no effect and ±100 for the full control effect; nearly all actives have a fitted effect of over 55% in size
Target sequence (P14618 whole entry, looked up): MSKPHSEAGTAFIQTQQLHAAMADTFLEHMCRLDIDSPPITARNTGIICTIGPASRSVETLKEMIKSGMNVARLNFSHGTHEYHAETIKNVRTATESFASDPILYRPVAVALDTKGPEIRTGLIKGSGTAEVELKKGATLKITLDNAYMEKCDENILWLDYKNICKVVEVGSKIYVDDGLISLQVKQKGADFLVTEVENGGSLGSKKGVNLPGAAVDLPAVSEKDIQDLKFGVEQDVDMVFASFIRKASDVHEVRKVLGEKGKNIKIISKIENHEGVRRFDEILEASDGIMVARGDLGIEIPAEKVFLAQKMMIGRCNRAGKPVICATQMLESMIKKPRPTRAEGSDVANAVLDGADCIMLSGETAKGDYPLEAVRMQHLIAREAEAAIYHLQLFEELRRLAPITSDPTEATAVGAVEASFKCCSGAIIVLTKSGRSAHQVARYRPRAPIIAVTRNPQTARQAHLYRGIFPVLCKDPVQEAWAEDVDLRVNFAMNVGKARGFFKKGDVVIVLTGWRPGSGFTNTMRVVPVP
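hPK-M2, >95% pure; 0.1 mM ADP / 0.5 mM PEP final; imidazole pH7.2 buffer w/ 7 mM MgCl2, 50 mM KCl; 1 h RT; Kinase-Glo lum. Intermediate enzyme activity for dual inhibitor/activator qHTS.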
Starred values were filed as active, the others as inactive; ? = inconclusive; / = no result given; [ ] = remark or other dose. Unless noted, calls come from the whole dose curve; as a rule, active = well fitted curve in the direction sought with a large enough effect; inconclusive = small, poorly fitted or top-dose-only effect, or another doubt; inactive = no such curve, though single readings can be large; an effect the other way counts as inactive or inconclusive. A portion of the library; count on the stated rates, not on these rows.

SMILES	KCNH2 3.1 block	Giardia kill	FBPA coupling cs	TRPV1 agonist	GALK inh	CXXC DNA block	hERG WT inh	Menin-MLL TR inh	B2AR arrestin	USP2a inh	PKM2 act
CCOC(=O)c1c[nH]c(=S)n(-c2ccccc2)c1=O	2	-8	/	-2	/	/	-7	/	0.0%	0%	/
Cc1cnc(C(=O)OCC(=O)N2c3ccccc3CC2C)cn1 (stereo unspecified)	-2	-9	1	1	10%	9%	3	8%	0.0%	-1%	-4%
CCn1c(NC(=O)Nc2ccccc2OC)nc2ccccc21	-12	-2	1	-1	3%	10%	-2	1%	-0.7%	2%	0%
O=C(Nc1ccccc1)N1CCCC1	-8	-3	5	0	3%	-3%	-15	3%	0.1%	-1%	-6%
Cc1ccsc1/C=N/Nc1nc(=O)[nH]nc1C	-6	-5	-7	3	-3%	-5%	-2	-2%	0.3%	-3%	-73%
CCc1cccc(CC)c1N(COC)C(=O)Cn1nnc2ccccc21	-1	-8	-1	6	5%	1%	7	-10%	-0.1%	1%	-1%
Cc1ncc([N+](=O)[O-])n1Cc1cccc2ccccc12	1	2	6	-4	-1%	0%	-4	3%	0.0%	0%	-3%
Cc1ccc(NC(=O)CN(C)C(=O)c2ccc(COc3ccccc3)cc2)cc1	5	-1	/	3	/	/	0	/	-0.5%	-1%	/
CCCCn1c(=O)[nH]c(=O)c2c1nc(-c1ccncc1)n2CCOC	0	-7	0	-3	0%	7%	4	-2%	0.1%	3%	-6%
COc1ccc(NC(=O)Cc2ccc(-c3ccccc3)cc2)cn1	16	-10	-3	3	0%	-4%	-4	5%	0.3%	2%	-1%
O=C(c1ccc(Cl)c(S(=O)(=O)N2CCCC2)c1)N1CCN(c2ccccc2)CC1	12	1	2	1	2%	0%	-6	?	-0.2%	0%	10%
COc1ccc(OC)c(S(=O)(=O)NC(N)=NCCc2ccccc2)c1	7	1	1	-1	1%	11%	/	2%	0.1%	5%	-1%
O=C(NCc1cc(C(F)(F)F)cc(C(F)(F)F)c1)C1CC(c2ccccc2C(F)(F)F)=NO1 (stereo unspecified)	-16	-12	/	5	/	/	9	/	-0.2%	-1%	/
CC(C)(C)n1nnnc1C(c1ccccc1F)N1CCN(C(=O)c2ccco2)CC1 (stereo unspecified)	-1	21	0	0	2%	-2%	-6	-9%	0.3%	5%	/
Cc1ccc(N2CC(C(=O)OCC(=O)Nc3ccccc3C)CC2=O)cc1 (stereo unspecified)	0	5	/	1	/	/	-22	/	0.0%	3%	/
O=C1NC2(CCCCC2)C(=O)N1Cc1ccc([N+](=O)[O-])cc1	-20	-17	3	4	2%	16%	-2	3%	-0.8%	2%	-7%
CC(C)(C)OC(=O)C(Cl)(C(=O)OC(C)(C)C)c1ccc2nnnn2n1	14	-23	-3	-3	5%	-10%	0	-2%	-0.1%	-1%	-15%
COc1ccccc1C(=O)NC(=O)CSc1nnc2ccccn12	-4	18	/	/	/	/	-3	/	0.0%	4%	/
Cc1cc(S(=O)(=O)N2CCCC2)ccc1OCC(=O)NC1CCCC1	15	7	1	-3	7%	0%	-5	-19%	-0.7%	5%	3%
NC(=O)C1CCN(C(=O)/C=C/c2cccc(Br)c2)CC1	14	9	1	?	-1%	-14%	-9	/	-0.1%	-2%	-3%
CC1(C)CC(=O)C2=C(C1)OC(N)=C(C#N)C21CCN(C(=O)OCc2ccccc2)CC1	-5	7	2	10	-3%	7%	-7	16%	-0.3%	2%	1%
CC1CCN(C(=O)COC(=O)CCc2c[nH]c3ccccc23)CC1	4	-6	0	17	8%	7%	11	5%	0.1%	-1%	-9%
Cc1ccc(OCC(=O)Nc2nnc(S(=O)(=O)N3CCCCCC3)s2)cc1C	-14	7	11	-3	/	-27%	-18	30%[activator]	0.4%	-4%	-30%
Cc1ccc(C23OC(=O)C(C)(C)C2OC(=O)C3(C)C)cc1 (stereo unspecified)	5	1	3	11	0%	-11%	-10	0%	0.0%	0%	-2%
CCn1c2ccccc2c2cc(C3C(C#N)=C(C)NC(C)=C3C#N)ccc21	-11	10	6	17	-2%	-4%	-17	-16%	-0.4%	-11%	-13%
CCOc1ccccc1N1CCN(S(=O)(=O)c2cccc3nsnc23)CC1	8	-15	-3	-2	-1%	7%	6	26%	-0.2%	0%	-2%
CC(Oc1ccc2c(c1)oc(=O)c1ccccc12)C(=O)NCCCN1CCOCC1 (stereo unspecified)	8	35[activator]	/	-2	-1%	-3%	-3	/	0.1%	3%	/
O=C(CCCN1C(=O)/C(=C/c2cccs2)SC1=S)Nc1cccnc1	27	6	-1	7	0%	-4%	0	7%	-0.2%	9%	8%
Cc1nc2ccc(-n3ccc(=O)cc3)cc2s1	7	-13	0	0	-2%	-8%	2	-11%	-0.5%	-1%	0%
Cc1ccc(S(=O)(=O)N(C)CCCC(=O)NCc2ccc3c(c2)OCO3)cc1	-4	16	2	18	2%	-6%	-2	-19%	-0.6%	2%	-3%
CS(=O)(=O)N(Cc1ccco1)CC(O)Cn1c2ccccc2c2ccccc21 (stereo unspecified)	0	-4	-1	10	-4%	7%	0	0%	-0.2%	1%	0%
Cc1cccc(C(=O)NCCC(=O)Nc2ccc(F)c([N+](=O)[O-])c2)c1	31	-22	2	8	-2%	29%	-8	22%	-0.4%	0%	/
COc1ccc(NC(=S)N(CCN2CCOCC2)C2CCN(C(C)=O)CC2)cc1Cl	4	4	1	-2	-1%	10%	-3	11%	0.0%	-1%	4%
COc1ccc(NC(=O)c2ccc3c(c2)NC(=O)CS3)cc1S(=O)(=O)Nc1ccc(Br)cc1	-9	12	0	-4	-1%	-4%	7	9%	-0.7%	-1%	-4%
O=C(Cc1ccccc1F)Nc1ccccc1N1CCCC1	-19	17	/	-3	5%	11%	-2	/	-0.4%	3%	2%
O=C(Nc1ccc(-c2csc(Nc3cccc(C(F)(F)F)c3)n2)cc1)c1ccccc1	17	-6	0	0	3%	3%	-5	/	0.4%	-12%	-5%
O=C(c1cccc(F)c1)N1CCN(Cc2ccc3c(c2)OCO3)CC1	12	-14	0	18	-7%	-2%	7	?	3.8%	-1%	3%
COC(=O)Nc1ccc(S(=O)(=O)N2CCCC(C(=O)N3CC(C)OC(C)C3)C2)cc1 (stereo unspecified)	4	8	-1	-1	1%	1%	-8	-6%	0.1%	-1%	-2%
Nc1cc(C(=O)O)ccc1N1CCCCCC1	11	-13	0	-2	0%	2%	5	-27%	-0.2%	6%	-2%
O=C(COC(=O)/C=C/c1ccco1)NC1CCCCC1	-16	-21	/	1	/	/	0	/	-1.7%	1%	/
COc1ccc(C(CNC(=O)C(C)(C)Oc2ccc(Cl)cc2)N2CCCCC2)cc1 (stereo unspecified)	-22	-3	/	?	3%	13%	24	/	-0.3%	0%	-1%
CC(NC(=O)c1ccccc1NS(=O)(=O)c1ccc(CCC(=O)O)cc1)c1ccccc1 (stereo unspecified)	7	-28	/	-1	-5%	0%	2	/	0.4%	1%	-1%
O=C1CN(C(=O)COC(=O)CCC(=O)c2ccc(Cl)cc2)c2ccccc2N1	-10	6	/	/	/	/	3	/	-0.4%	-1%	/
Cc1c(NC(=O)/C(C#N)=C/c2ccc(-c3cccc(Cl)c3)o2)c(=O)n(-c2ccccc2)n1C	4	2	3	-1	-1%	-6%	-4	-2%	0.4%	-1%	1%
CCOC(=O)C1=C(N)Oc2cc(O)ccc2C1c1ccc(Br)cc1 (stereo unspecified)	17	19	3	8	/	9%	/	20%	-0.2%	0%	2%
O=C(CSc1nnc(-c2ccccc2)n1-c1ccccc1)NCc1ccco1	-4	28	2	1	0%	3%	-1	?	-0.8%	0%	7%
N=c1ncn(CC(O)CO)c2nc(N3CCOCC3)[nH]c12 (stereo unspecified)	11	0	0	1	2%	9%	-7	-3%	-0.3%	-3%	-1%
O=C(c1n[nH]c(=O)c2ccccc12)N1CCN(c2ccc(F)cc2)CC1	11	14	1	-1	3%	0%	1	-1%	0.0%	4%	1%
CCOC(=O)C1CCN(C(=O)COC(=O)CCOc2ccc(C)cc2)CC1	-28	-5	-1	-6	0%	5%	9	2%	0.3%	-1%	-16%
CC(C)Cn1c(N)c(C(=O)COC(=O)CCNS(=O)(=O)c2ccccc2)c(=O)n(C)c1=O	10	-5	/	-1	/	/	2	/	-0.4%	1%	/
COc1ccc(C2=Nn3c(nnc3C3CCCCC3)SC2)cc1OC	4	6	6	?	1%	-14%	1	?	-0.1%	-4%	-2%
Brc1ccc2nc(CSc3ncn[nH]3)cn2c1	-26	-3	1	-3	5%	-17%	-18	0%	-0.7%	3%	20µM*
